# Source: PubChem (The Scripps Research Institute Molecular Screening Center)
# DAX1 inh-1 = DAX1 (NR0B1) inhibition, primary screen; HEK293T StAR-luciferase reporter, SF-1/DAX-1 repression relief; inhibition, % at 6.8 µM; 370,000 tested, 1.1% active; AID 652010;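 active means inhibition above the mean over all tested compounds plus 3 SD, cut at about 3.6% in these data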;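 further: 0% = DAX-1 cells with DMSO and 100% = cells lacking DAX-1 with DMSO; higher inhibition means more luminescence from relief of DAX-1 repression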
# sPLA2-III inh = Blocks human group III sPLA2 activity; inhibition, % at 12.2 µM; 370,000 tested, 0.56% active; AID 743126; QFRET BODIPY PC-A2 liposome hydrolysis, fluorescence;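 active means inhibition above mean plus 3 SD of compounds lying within the high and low control bounds, cut at about 19% in these data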;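 further: 0% = median of test compound wells and 100% = no enzyme DMSO wells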
# PLCg1 inh = inhibitors of human phospholipase C gamma1 | purified PLC-gamma1, fluorogenic substrate, fluorescence | 370,000 tested, 0.84% active | P19174 | inhibition, % at 12.2 µM; in the data active means inhibition above about 9.5%
# hcDAF12 agonist = activators of H. contortus DAF-12 nuclear receptor. HEK293 hcDAF-12 lit1-tk-luc reporter, luminescence; 0% DMSO, 100% Δ7-dafachronic acid. activation, % at 6.8 µM. 370,000 tested, 1.4% active. AID 652067;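 active means activation above the mean of all tested compounds plus 3 SD, cut at about 5.5% in these data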;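 further: 100% = response to 3 µM Δ7-dafachronic acid high control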
# FXN GAA850 act = frataxin GAA850 promoter activation | HEK293 lucGAA850 FXN promoter luciferase reporter, 24 h; percent of 10 µM SAHA response | activation, % at 6 µM | 360,000 tested, 0.56% active | AID 540364;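 active means activation above the average of all compounds screened plus 3 SD, cutoff fixed separately per campaign, cut at about 7.5% in these data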;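 further: 0% = DMSO wells and 100% = 10 µM SAHA wells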
# ssDAF-12 act = activators of S. stercoralis DAF-12 nuclear receptor; HEK293 ssDAF-12/GRIP1 lit1-tk-luc reporter, luminescence; % of 3 µM dafachronic acid response; activation, % at 6.8 µM; 370,000 tested, 1% active;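 active means activation above the mean over all tested compounds plus 3 SD, cut at about 0.9% in these data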;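 further: 0% = DMSO-only wells and 100% = 3 µM delta7-dafachronic acid wells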
# DAX1 inh-2 = inhibitors of human orphan nuclear receptor DAX1 (NR0B1) | P51843 | HEK293 Gal4-DAX1 luciferase reporter, luminescence | inhibition, % at 6.75 µM | 340,000 tested, 0.99% active | AID 504766;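 active means inhibition above the mean over all tested compounds plus 3 SD, cut at about 4.2% in these data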;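 further: 0% = DAX1-transfected cells with DMSO and 100% = empty-vector control cells with DMSO; inhibition shows as a rise in luminescence from relieved DAX1 repression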
# PLC-beta3 inh = PLC-beta3 (human) inhibition, primary screen; Purified PLC-beta3, fluorogenic substrate, fluorescence; inhibition, % at 12.2 µM; 370,000 tested, 0.18% active; in the data active means inhibition above about 11%;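 further: 0% = median of compound wells on plate and 100% = full blocker control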
# Target sequence (Q01970 whole entry, looked up): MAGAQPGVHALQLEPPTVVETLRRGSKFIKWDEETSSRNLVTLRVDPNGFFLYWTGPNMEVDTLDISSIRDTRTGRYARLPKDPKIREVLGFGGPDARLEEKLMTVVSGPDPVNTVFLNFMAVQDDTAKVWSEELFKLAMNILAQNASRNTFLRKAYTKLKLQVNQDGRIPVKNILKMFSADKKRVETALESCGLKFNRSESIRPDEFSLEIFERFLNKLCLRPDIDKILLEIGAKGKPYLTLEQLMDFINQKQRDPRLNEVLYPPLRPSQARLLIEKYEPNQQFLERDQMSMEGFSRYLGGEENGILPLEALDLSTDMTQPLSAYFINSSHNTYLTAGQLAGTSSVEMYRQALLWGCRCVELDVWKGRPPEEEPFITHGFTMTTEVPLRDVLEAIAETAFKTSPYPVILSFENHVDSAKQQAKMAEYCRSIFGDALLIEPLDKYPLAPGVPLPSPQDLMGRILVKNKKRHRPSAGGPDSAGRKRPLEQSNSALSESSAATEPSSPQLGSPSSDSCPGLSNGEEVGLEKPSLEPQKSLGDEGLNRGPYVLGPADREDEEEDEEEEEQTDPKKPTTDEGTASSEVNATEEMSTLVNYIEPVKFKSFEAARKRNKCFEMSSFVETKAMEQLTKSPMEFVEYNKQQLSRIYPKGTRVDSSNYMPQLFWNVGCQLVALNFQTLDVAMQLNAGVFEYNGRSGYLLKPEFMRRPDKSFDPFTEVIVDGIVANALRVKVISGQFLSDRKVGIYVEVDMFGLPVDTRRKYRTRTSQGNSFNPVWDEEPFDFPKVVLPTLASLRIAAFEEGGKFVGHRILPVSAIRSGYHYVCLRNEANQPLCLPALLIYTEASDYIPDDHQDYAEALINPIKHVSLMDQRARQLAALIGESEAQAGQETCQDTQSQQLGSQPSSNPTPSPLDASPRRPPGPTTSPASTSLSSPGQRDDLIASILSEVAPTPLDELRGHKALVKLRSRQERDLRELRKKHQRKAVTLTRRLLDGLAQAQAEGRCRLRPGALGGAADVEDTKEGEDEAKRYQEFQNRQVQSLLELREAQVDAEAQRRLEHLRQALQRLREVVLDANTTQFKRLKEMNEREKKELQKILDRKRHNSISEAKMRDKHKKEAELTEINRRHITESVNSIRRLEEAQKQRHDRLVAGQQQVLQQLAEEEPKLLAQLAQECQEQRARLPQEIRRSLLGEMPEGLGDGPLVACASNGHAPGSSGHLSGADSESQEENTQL
# ADAM17 inh = inhibitors of human ADAM17; 370,000 tested, 0.83% active; AID 720648; inhibition, % at 6.95 µM; P78536; recombinant ADAM17, EDANS/DABCYL FRET peptide cleavage;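 active means inhibition above the mean of compounds lying between control limits plus 3 SD, set per campaign, cut at about 8.5% in these data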;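 further: 0% = DMSO-only wells as the low control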
# ADAM10 inh = inhibitors of human ADAM10. O14672. recombinant ADAM10, EDANS/DABCYL FRET peptide cleavage, 3 h. inhibition, % at 7 µM. 370,000 tested, 0.62% active. AID 720582;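 active means inhibition above a per-campaign cutoff equal to the mean of compounds falling between control-based bounds plus 3 SD, cut at about 20% in these data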;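 further: 0% = DMSO wells while the 100% control is not disclosed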
# hgDAF-12 ag = activates the H. glycines DAF-12 receptor ligand-binding domain; 370,000 tested, 1.8% active; activation, % at 6.8 µM; HEK293 GAL4-hgDAF12 UAS-luciferase reporter, agonist luminescence; normalized to butyrate control; AID 687014;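 active means activation above a cutoff set at the mean of all screened compounds plus 3 SD, cut at about 10% in these data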;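 further: 0% = DMSO wells and 100% = sodium butyrate wells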
# * marks the source's active call; other numbers are inactive results; · = no result given.
SMILES,DAX1 inh-1,sPLA2-III inh,PLCg1 inh,hcDAF12 agonist,FXN GAA850 act,ssDAF-12 act,DAX1 inh-2,PLC-beta3 inh,ADAM17 inh,ADAM10 inh,hgDAF-12 ag
COc1cccc(S(=O)(=O)NCc2ccc(C(=O)Nc3ccc(C)cc3)cc2)c1,-1.7,-41.2,-0.3,-3.1,-4.2,-1.5,-1.1,3.6,-3.3,-7.6,-0.9
O=C(NCc1ccc(Cl)cc1)C1CCN(c2nnc(N3CCCC3=O)s2)CC1,-0.3,3.6,1.1,-0.4,0.5,-0.4,-0.4,5.3,-2.8,-18.0,-5.0
COc1ccc(NC(=O)Nc2ccc3c(c2)C(=O)N([C@H](C)CO)C[C@H](C)[C@@H](CN(C)C(=O)Nc2ccc4c(c2)OCO4)O3)cc1,0.0,-6.2,-26.2,0.7,1.2,-1.5,0.1,-36.6,5.2,14.6,0.9
O=C(COC(=O)c1ccco1)NCc1ccco1,0.9,5.3,0.2,1.0,0.8,-0.8,-0.6,-3.4,-3.6,8.1,3.6
CCOC(=O)C1=C[C@@H](c2ccccc2)N(S(=O)(=O)c2ccc(C)cc2)[C@H]1c1ccccc1Cl,-2.6,5.3,2.0,0.6,·,-1.5,·,-1.6,-4.6,-12.8,1.6
Cc1cc(C)c(O)c(NC(=S)NC(=O)Cc2ccccc2)c1,0.0,1.2,3.5,-0.1,-0.1,-0.2,0.6,-3.9,-2.9,4.4,-0.4
CCOC(=O)C1=NOC2(C1)C(=O)Nc1ccc(OC(F)(F)F)cc12 (configuration not stated),-0.2,-4.0,-1.8,0.9,·,-0.5,·,-0.2,-1.9,-5.3,-0.1
Cc1ccc(S(=O)(=O)N2CCOCC2)cc1C(=O)N1CC(C)CC(C)C1 (configuration not stated),-1.8,7.6,4.2,-1.4,0.5,-1.0,1.3,-0.9,-5.0,-22.2,-1.8
Cc1ccc(NC(=O)CC2C(=O)N(Cc3ccccc3)C(=S)N2NC(=O)c2cccc(F)c2)c(C)c1 (configuration not stated),-0.2,2.5,-1.2,0.4,-4.9,-1.1,-1.8,1.2,-0.6,-2.1,-3.6
COc1cccc(N(C(=O)c2snc(C(N)=O)c2N)C(C(=O)NCC2CCCO2)c2ccc(C)o2)c1 (configuration not stated),-0.3,4.8,-104.5,0.8,1.1,0.4,0.6,-154.2,-106.5,-203.8,-3.0
COc1cccc(CNc2nc(NCC3CC3)nc3ccsc23)c1OC,-3.3,-23.3,10.0*,-3.9,-4.3,-2.3,·,5.8,0.0,-25.8,-8.4
CCCCn1c(N)c(N(CCC(C)C)C(=O)c2oc3ccc(OCC)cc3c2C)c(=O)[nH]c1=O,2.1,-5.7,-10.2,-0.5,2.0,-1.4,0.3,-13.7,-8.0,-20.9,-0.3
Cc1ccc(S(=O)(=O)NC(C(=O)O)c2ccccc2)cc1 (configuration not stated),-0.2,4.0,1.1,-0.6,1.2,-0.8,0.2,0.5,-5.5,-3.6,-0.9
CCC(C)N=Cc1c(NCc2ccco2)nc2c(C)cccn2c1=O (configuration not stated),-0.3,4.3,-21.0,-2.0,0.8,-0.7,-0.8,-22.2,-17.5,-60.5,-0.8
CC(=O)Nc1ccc(S(=O)(=O)NCC(=O)OCC(=O)NC(=O)C2CCCCC2)cc1,0.1,9.8,-2.7,-1.7,1.9,-0.4,-1.1,1.4,-2.0,-4.1,-1.0
CC(C)N(Cc1nccn1C)C(=O)c1cc(COc2ccc3ncccc3c2)on1,-2.2,4.5,0.1,-3.9,0.5,-1.5,-4.0,2.3,-0.4,1.4,-5.2
CCCNC(=O)C1(C)CCN(CCC(=O)c2ccc(Br)cc2)C1 (configuration not stated),-1.0,-4.8,-2.2,-0.9,0.1,-0.6,·,-0.9,-2.2,-6.0,-0.2
CCOC(=O)CN(C(=O)c1snc(C(N)=O)c1N)C(C(=O)NC1CCCCC1)c1ccc(F)cc1 (configuration not stated),0.1,-1.1,-8.2,-1.3,0.8,-1.8,0.6,-19.4,-9.8,-24.5,2.2
O=C(NCC1(c2ccccc2)CCOCC1)c1ccc(Br)o1,-0.6,-1.3,-0.2,-0.9,0.7,-1.0,-0.9,-0.2,-5.9,-3.6,1.9
CCOC(=O)c1ccccc1NS(=O)(=O)c1c(C)nc2sccn2c1=O,-0.3,-5.3,-2.4,-0.2,1.6,-0.4,-1.2,-1.6,-0.2,-5.7,-1.7
CCC1CSC(Nc2ccc(C(=O)/C=C/c3cccc(C)c3)cc2)=N1 (configuration not stated),-0.2,-12.7,-10.0,-0.3,3.0,-1.4,-0.9,-9.7,2.8,11.4,3.6
COC(=O)CCCn1cc(CN2CC(N3CCN(C4CCN(C)CC4)CC3)CS2(=O)=O)nn1 (configuration not stated),2.1,15.5,-0.3,3.7,·,-0.8,·,-4.8,-4.2,-10.1,0.1
O=C(Nc1ccc(NC(=O)c2ccco2)nc1)c1cccc(F)c1,2.7,-2.6,1.5,3.2,4.6,0.1,0.4,-1.4,0.6,2.3,13.4*
Cn1ncc(Cl)c1C(=O)N/N=C/c1cc2c(cc1[N+](=O)[O-])OCO2,0.3,-2.9,0.3,-0.1,3.3,-0.6,-0.7,-0.2,0.5,-0.1,-0.3
O=C1CCCN1c1ccc(S(=O)(=O)Nc2ccc3c(c2)OCCO3)cc1,-3.0,0.0,2.5,-3.5,-5.1,-1.9,-3.7,3.0,1.1,1.7,1.3
# Next results
SMILES,DAX1 inh-1,sPLA2-III inh,PLCg1 inh,hcDAF12 agonist,FXN GAA850 act,ssDAF-12 act,DAX1 inh-2,PLC-beta3 inh,ADAM17 inh,ADAM10 inh,hgDAF-12 ag
O=C(NCCc1ccccc1)c1ccc(Cl)cc1[N+](=O)[O-],1.9,-0.2,3.9,1.1,4.8,0.5,3.8,-3.4,-6.9,-1.9,9.1
CCn1c(SCC(=O)Nc2ccc(OC)cc2)nc2nc3c(cc2c1=O)CCCC3,-0.6,1.7,4.0,-1.6,2.9,-2.0,0.0,-3.5,-1.9,7.0,2.2
Cc1nn(C)c(=O)c(N)c1-c1cc(-c2ccc(Cl)c(Cl)c2)n[nH]1,0.0,-2.8,2.3,0.0,3.3,-0.9,·,-4.2,-0.3,9.6,-0.3
C[C@@]12C(=O)Nc3cc(Cl)ccc3C(=O)N1[C@H]1c3cc(Cl)ccc3OC[C@@H]1[C@@H]2c1ccccc1,-0.6,7.0,3.4,1.0,-12.4,-1.2,2.6,1.9,6.0,9.0,4.6
COc1cccc(-c2cc(C(=O)NCCCn3ccnc3)no2)c1,-0.2,-5.2,3.8,-0.4,-2.4,-1.3,-1.8,-0.7,-1.1,-2.8,-0.1
Cc1ccc(S(=O)(=O)c2cc(O)ccc2O)cc1C,-0.3,-10.1,-3.8,3.9,1.3,0.2,-0.5,-0.4,-4.1,2.3,1.4
CCOC(=O)C1=C(c2ccccc2)NC(=O)NC1c1ccc(OC)cc1OC (configuration not stated),-0.2,8.1,-0.8,-0.5,-0.6,-1.4,0.4,-6.3,-4.7,1.8,-1.7
CSCCNC(=O)Nc1c(-c2c(Cl)cccc2Cl)noc1C,0.8,11.4,12.1*,0.1,0.1,-1.2,3.9,6.4,1.8,5.2,-0.9
O=C(C1CCN(c2cncnc2)CC1)N1CCOCC1,-1.0,6.4,-8.4,-0.4,·,-0.5,·,-5.0,-3.4,-16.1,2.7
Cc1ccc(C(=O)COC(=O)CCN2C(=O)C3C4CCC(C4)C3C2=O)cc1C (configuration not stated),-0.3,-4.0,-1.4,0.2,-3.2,-1.3,-0.2,-9.1,-5.5,-8.7,2.7
CCOC(=O)c1cnn(-c2cc(C(C)(C)C)nc3c(-c4ccccc4)c(C)nn23)c1N,0.2,4.2,0.5,-1.1,-1.3,-1.9,-0.2,-0.9,-5.3,2.9,-0.5
CC(C)(C)OC(=O)N1CCC(C(=O)N[C@@H](Cc2ccccc2)C(=O)O)CC1,-0.4,8.2,0.4,0.9,-0.9,-1.0,-0.6,0.8,-3.2,-7.4,1.4
COc1ccc(F)cc1S(=O)(=O)NC1CC(C)(C)NC(C)(C)C1,-0.1,1.9,-1.0,-1.8,-1.9,-1.5,1.3,1.9,-1.9,0.7,0.6
CC(OC(=O)c1ccc(S(C)(=O)=O)c([N+](=O)[O-])c1)C(=O)NC1C2CC3CC(C2)CC1C3 (configuration not stated),0.2,5.5,1.0,-0.4,2.1,-1.0,·,0.6,-4.5,-18.9,1.4
COC(=O)[C@]12C[C@H](CC(=O)NCc3cccc4ccccc34)C(=O)N(CCC3=CCCCC3)C1=C[C@H](C(C)C)O[C@@H]2C1CC1,-0.4,-13.8,0.0,-0.2,·,-1.2,·,1.4,-0.8,-0.4,-2.6
CCCc1c(C(=O)Nc2ccc(F)cc2)cnn1-c1ccccc1,-0.3,-7.2,0.3,0.8,-0.7,-1.6,-1.9,1.7,-0.9,1.6,0.9
Cc1cc(NC(=O)C2CCN(S(=O)(=O)c3cccs3)CC2)no1,-0.9,4.9,-0.7,-0.3,-0.2,-0.9,0.2,1.9,-2.5,0.3,1.7
CCC1Oc2ccccc2N(CC(=O)Nc2ccccc2OC)C1=O (configuration not stated),-0.6,-1.7,0.8,-0.6,0.6,-1.4,-0.5,3.1,-2.9,1.9,5.2
Cc1cc(C(=O)NCCc2ccc(S(N)(=O)=O)cc2)no1,-0.4,-1.2,-1.4,0.7,-0.2,-0.7,-0.1,-1.7,-3.1,-3.7,0.0
Cn1ccsc1=NC(=O)c1cccc(OC(F)F)c1,0.6,-0.2,-6.7,3.2,1.8,0.4,2.4,-11.9,-1.0,5.0,9.0
CCCC(=O)Nc1c2c(nn1-c1cccc(Cl)c1)CS(=O)(=O)C2,-0.7,-1.0,3.0,0.3,0.8,-1.5,1.1,-5.6,-1.1,-4.9,-0.3
CN(c1ccccc1)S(=O)(=O)c1cccc(C(=O)N2CCCCCC2)c1,-0.7,-2.1,0.0,-1.3,3.5,-1.5,-1.1,-6.1,-1.3,-2.9,-2.6
COc1ccc(/C=N/NC(=O)c2c(C)n(C)c3ccc(OC)cc23)c(OC)c1,-0.1,-2.4,-1.1,-2.0,0.2,-1.8,0.2,-0.5,-0.5,-3.5,0.6
CN(C(=O)[C@H]1O[C@@H](n2cnc(C(N)=O)n2)[C@H](O)[C@@H]1O)c1ccccc1,0.3,7.3,2.5,-1.2,·,-1.0,·,4.8,0.5,-9.5,0.1
CCCn1nc(C(=O)N2CCc3ccccc32)c2ccccc2c1=O,-1.9,-1.9,-0.4,3.2,-0.4,-1.9,0.8,-6.0,3.2,-4.8,-1.4
COC(=O)CNc1c(-c2ccccn2)nc2ccc(Br)cn12,4.9*,4.4,-8.0,7.8*,1.2,0.8,1.4,-11.9,-5.7,-17.4,9.6

# Records listed above shown as hits in DAX1 inh-1:
Compound	DAX1 inh-1	sPLA2-III inh	PLCg1 inh	hcDAF12 agonist	ssDAF-12 act	DAX1 inh-2	PLC-beta3 inh	ADAM17 inh	ADAM10 inh
COC(=O)CNc1c(-c2ccccn2)nc2ccc(Br)cn12	4.9*	4.4	-8.0	7.8*	0.8	1.4	-11.9	-5.7	-17.4

# Rows were taken by chance; overall some 6.9% were active at least once.
